Screens from PubChem.
PGC1a acetyl inh: PGC1a acetylation modulation, inhibitor mode | U2OS PGC1a acetylation, AlphaScreen anti-acetyl-lysine; with virally co-expressed GCN5 acetyltransferase | inhibition, % at 15.6 µM | actives 0.17% (n = 350,000);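 active = every replicate shows inhibition of at least 40%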;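 also: 0% = neutral control wells and 100% = positive control wells; some results beyond the cut were filed as inactive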
FN deposition inh: fibronectin deposition inhibition. AH1F fibroblasts, Alexa488-fibronectin deposition fluorescence, overnight. inhibition, % at 12.6 µM. actives 0.086% (n = 350,000);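 active = mean inhibition across replicates of 30% or more, regardless of how many single replicates reach that level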;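 also: positive control wells lacked labelled fibronectin entirely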
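material = AH1F fibroblast monolayer depositing Alexa488-labelled fibronectin into matrix | amount = 10000 AH1F cells/well | buffer or medium = DMEM plus 2% serum, read in PBS | incubation = 1 h cell adhesion before compound, then overnight fibronectin incubation | detection = fluorescence at 485 nm excitation, 525 nm emission | evaluation = percent inhibition as loss of matrix-bound fibronectin fluorescence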
PAX8 reporter: inhibitors of PAX8 transcriptional activity in RMG-I cells | RMG-I TPO-luciferase reporter, SteadyGlo, 24 h | inhibition, % at 12.6 µM | actives 1.2% (n = 360,000);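 active = mean replicate inhibition at least 60% with every replicate also reaching 60%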;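 also: luciferase light reporting Pax8 driven TPO promoter activity; plate controls were median of neutral control wells for no effect and mitoxantrone controls for full effect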
EWS-Fli block: inhibitors of EWS/Fli oncoprotein transcriptional activity. A673 NR0B1-luciferase reporter, viability-normalised. inhibition, % at 12.6 µM. actives 0.67% (n = 350,000). AID 651661;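 active = mean inhibition of at least 50% after viability correction, with every replicate also passing that limit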;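 also: firefly luciferase signal divided by Alamar Blue viability fluorescence both relative to DMSO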
LGR2 antag: inhibitors of bursicon-induced Drosophila LGR2 receptor cAMP signaling. HEK293 LGR2, CRE-luciferase, bursicon-stimulated, 4 h. inhibition, % at 9.99 µM. actives 0.35% (n = 380,000). AID 720647;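 active = drop in luminescence signal, shown as inhibition above about 50% in the replicate tests, limit read from the data, passing the limit was not always enough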;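 also: agonist challenge used bursicon conditioned medium at about half maximal strength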
miR-122 sensor: blocks miR-122 activity in Huh7 sensor cells; activation (reporter increase), % at 12.5 µM; actives 0.3% (n = 340,000); Huh7 miR-122 Renilla luciferase sensor, 48 h; neutral wells = 0, positive control = 100;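 active = mean replicate activation score at least 90 and every replicate individually at or above 90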;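 also: higher luciferase means less miR-122 activity so hits act as miR-122 inhibitors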
Casp6 inh: blocks human caspase-6 cleavage activity | actives 0.53% (n = 350,000) | AID 686996 | inhibition, % at 12.5 µM | P55212 | purified caspase-6, Z-VEID-R110 cleavage fluorescence;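 active = mean inhibition across replicates at least about 35%, with every replicate also reaching that limit, limit read from the data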;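 also: 0% = median of neutral control wells and 100% = no fluorescence left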
Target sequence (P55212 24-179 limits assumed): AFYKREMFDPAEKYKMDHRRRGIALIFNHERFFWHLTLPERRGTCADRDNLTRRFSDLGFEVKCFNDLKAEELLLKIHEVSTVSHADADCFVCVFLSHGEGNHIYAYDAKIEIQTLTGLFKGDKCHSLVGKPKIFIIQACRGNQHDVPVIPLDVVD
Target sequence (P55212 194-293 limits assumed): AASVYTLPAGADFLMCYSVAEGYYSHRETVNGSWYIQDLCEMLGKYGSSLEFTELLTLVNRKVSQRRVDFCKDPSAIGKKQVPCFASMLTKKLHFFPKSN
Cneo AK release: Cryptococcus neoformans lysis via adenylate kinase release. actives 0.2% (n = 360,000). lysis activity, % at 15 µM. C. neoformans lysis, adenylate kinase release luminescence, 4 h; normalised: neutral wells 0, clomiphene wells 100. AID 651654;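 active = mean lysis activity across replicates of at least 80%, whatever share of replicates individually reach that level; inactive = mean lysis activity below 80%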
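read-out = cell lysis signal | test system = log-phase Cryptococcus neoformans yeast cells | input = cells at 5 × 10^6 per mL | medium = fresh YPD growth medium | signal = luminescent adenylate kinase detection reagent | timing = 4 h at 37 °C static, read 1 h later | dosing = single dose | controls = Clomiphene as positive lysis control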
* marks the source's active call; other numbers are inactive results; . = not tested or not shown; & = joins results of further samples; [ ] = remark or other dose. Outcome played no part in choosing rows, and some 2.5% of all compounds hit somewhere here.

SMILES	PGC1a acetyl inh	FN deposition inh	PAX8 reporter	EWS-Fli block	LGR2 antag	miR-122 sensor	Casp6 inh	Cneo AK release
CC(=O)c1cccc(NC(=O)c2cc(=O)c3ccccc3o2)c1	3	5	-2	-24	-7	-1	-4	2
CSc1nsc(SC)c1C(=O)Nc1ccc(Cl)cc1	.	7	57	3	-3	.	2	.
CC1Cc2ccccc2N1S(=O)(=O)c1cccc(C(=O)NCc2ccccn2)c1 (configuration not stated)	-10	.	16	5	0	.	0	-2
COc1cccc(C(=O)NC(=S)N2c3ccccc3CC2C)c1OC (configuration not stated)	0	-28	7	-4	-2	10	-2	2
CCCCNc1cc(F)nc(N)n1	.	-2	-11	1	-2	.	-1	.
CC(=O)O[C@@H]1[C@H]2[C@@H](C[C@@H](C)[C@@H]3C=CC(=O)[C@@]13C)OC(=O)[C@@H]2C	8	-1	-14	-6	5	-2	0	1
CCN1CC(CN(C)Cc2cn(-c3ccc(C)cc3)nc2-c2cccc(C)c2)CC1=O (configuration not stated)	.	2	27	-11	4	.	-1	.
CCNC(=O)C[C@H]1CC[C@H]2[C@@H](COC[C@H](O)CN2C(=O)Nc2cccc(OC)c2)O1	0	-9	.	.	14	-6[16.7 µM]	.	-1
C[C@H](CO)N1C[C@H](C)[C@@H](CN(C)Cc2ccncc2)Oc2ccc(NC(=O)CCCN(C)C)cc2C1=O	9	-1	5	13	0	-8[16.7 µM]	.	40
CCN(CC)CCCN1C(=O)C(=O)/C(=C(/O)c2cc(C)ccc2C)C1c1cccnc1 (configuration not stated)	47	-13	1	.	.	-6	.	1
CCOc1ccc(OCCCC(=O)NNC(=O)c2ccncc2)cc1	1	0	-14	3	-1	-10	1	0
COCCNC(=O)C[C@@H]1C=C[C@@H](NS(=O)(=O)c2ccc(C)cc2)[C@@H](CO)O1	6	22	0	7	-6	.	-2	-1
CC1(C(=O)NS(=O)(=O)C2CC2)CCCN(C(=O)C2(c3ccc(Cl)cc3)CCCC2)C1 (configuration not stated)	18	-6	8	3	4	-2	0	0
O=C(OCc1cc(=O)c(OC(=O)c2ccccc2)co1)c1ccccc1	4	6	.	-5	-6	0	0	-1
Cc1ccccc1CN(C)C(=O)c1ccc2ccccc2n1	.	1	10	4	5	.	-1	0

The list goes on, overlapping the part above by two compounds.
SMILES	PGC1a acetyl inh	FN deposition inh	PAX8 reporter	EWS-Fli block	LGR2 antag	miR-122 sensor	Casp6 inh	Cneo AK release
O=C(OCc1cc(=O)c(OC(=O)c2ccccc2)co1)c1ccccc1	4	6	.	-5	-6	0	0	-1
Cc1ccccc1CN(C)C(=O)c1ccc2ccccc2n1	.	1	10	4	5	.	-1	0
Cc1ccc(C(=O)NCC(=O)NCC(=O)OCc2ccc(Cl)cc2)cc1	7	1	17	4	1	1	1	7
COc1ccc(NC(=O)N(C)C[C@H]2OCCCC[C@H](C)Oc3ccc(NS(=O)(=O)c4ccc(F)cc4)cc3C(=O)N([C@@H](C)CO)C[C@@H]2C)cc1	9	.	15	12	-7	0[16.7 µM]	0	-12
O=S(=O)(c1ccccc1C(F)(F)F)N1CCN(c2ncnc3sccc23)CC1	-3	-3	24	22	28	-8	4	-2
CC(C)c1cccc(C(C)C)c1NC(=O)c1ccc(-c2cc(Cl)ccc2Cl)o1	.	2	-15	0	-8	6	-4	-1
O=C(CCNS(=O)(=O)c1ccccc1F)N1CCN(Cc2ccccc2)CC1	.	4	10	-2	17	.	-4	3
CC(=O)NC1C(=O)N(CCN2CCOCC2)c2ccc(F)cc21 (configuration not stated)	.	-2	-4	1	17	.	52*	.
COc1ccc(-c2csc(NC(=O)CSCc3c(C)noc3C)n2)c(OC)c1	-4	2	-61	-16	-23	-2	-2	-1
CCOC(=O)c1[nH]c(C)c(C(=O)C(C)C)c1C	-9	-3	.	.	-22	-9	.	0
CCN1C(=O)CSc2ccc(C(=O)OC)cc21	.	-10	-1	8	29	.	1	-6
C#CCn1cc(/C=N/NC(=O)COc2cccc3cccnc23)c2ccccc21	-1	-1	-4	.	-27	-1	.	-8
COC(=O)CSc1nnc(COc2cccc3ccccc23)o1	10	-1	9	13	5	-3	1	0
Cc1cn(C(=O)c2ccccc2)c(=S)n1-c1ccc(Cl)cc1	-20	4	.	.	.	0	.	19
CSC1=NC(C)(C)C=C(/C=C/c2ccc(Cl)cc2)N1	3	-6	0	-8	-16	0	1	4
O=C(CCCCCNC(=O)c1ccccc1)N/N=C/c1ccc(F)cc1	-4	1	8	8	-2	-5	2	-1
C[C@@H](C(=O)Nc1ccc2ccccc2c1)[C@@H]1C[C@@]1(C)[C@@H](NC(=O)c1cnccn1)c1ccccc1	-2	2	12	4	.	0	0	0
O=C(/C=C/[C@H]1O[C@@H](n2ccc(=O)[nH]c2=O)[C@H](O)[C@@H]1O)N[C@@H](Cc1ccccc1)C(=O)O	-20	25	2	-2	-7	-2	5	5
CO[C@@H]1CN(C)C(=O)c2ccc(NC(=O)NC(C)C)cc2OC[C@H](C)N(C(=O)CC2CC2)C[C@@H]1C	-11	-27	-10	0	18	.	.	-2
O=C(CN(Cc1ccc(Br)cc1)S(=O)(=O)c1ccccc1)NCC1CCCO1 (configuration not stated)	-6	20	1	.	15	-2	2	0
CCC(C)NC(=S)N1CCN(C)CC1 (configuration not stated)	.	-3	-1	-2	-23	.	-4	.
N#Cc1ccc(Oc2c(Cl)cncc2Cl)cc1	-12	-3	-15	-17	11	-4	-4	1
O=C(COC(=O)c1cccc(OC(F)F)c1)NC1CCCC1	-1	6	3	7	17	16	-4	-1
CCCC(=O)Nc1ccc2c(c1)OC[C@H](C)N(Cc1ccccc1F)C[C@@H](C)[C@H](OC)CN(C)C2=O	6	13	7	5	0	.	-1	5
CCOC(=O)C1CCN(C(=O)CCn2c(=O)[nH]c3ccccc3c2=O)CC1	1	13	.	.	.	2	.	1
C#CCOc1ccc2ccccc2c1/C=C(/C#N)c1ccc(C(=O)O)cc1	.	4	0	16	5	7	5	-1
N#C[C@@H]1[C@@H](c2ccc(C#CC3(O)CCCC3)cc2)[C@@H](CO)N1C(=O)C1CCC1	5	-7	-5	0	-19	.	5	8
CC1CCCCN1C(=O)Nc1cccc(C(F)(F)F)c1 (configuration not stated)	.	6	-9	-1	-7	.	-3	.
Cn1cnc(S(=O)(=O)N[C@H]2CC[C@@H](CC(=O)NCC3CCCCC3)O[C@@H]2CO)c1	2	0	.	.	1	.	-3	50
NC(=O)N/N=C/c1c(O)ccc2oc3c(c12)CCCC3	-18	16	30	7	13	.	1	.
COc1cc(/C=C2\CCCc3c2nc2ccccc2c3C(=O)O)cc(Br)c1O	-7	-5	-19	8	7	2	2	-2
CCOCCn1c(SCC(=O)OCc2ccccc2)nc2c1c(=O)[nH]c(=O)n2C	.	0	-101	-62	-60	-3	1	3

Complete entries from above. Order of screens: PGC1a acetyl inh	FN deposition inh	PAX8 reporter	EWS-Fli block	LGR2 antag	miR-122 sensor	Casp6 inh	Cneo AK release
O=C(/C=C/[C@H]1O[C@@H](n2ccc(=O)[nH]c2=O)[C@H](O)[C@@H]1O)N[C@@H](Cc1ccccc1)C(=O)O is listed as -20	25	2	-2	-7	-2	5	5
Cn1cnc(S(=O)(=O)N[C@H]2CC[C@@H](CC(=O)NCC3CCCCC3)O[C@@H]2CO)c1 is listed as 2	0	.	.	1	.	-3	50

Later entries
SMILES	PGC1a acetyl inh	FN deposition inh	PAX8 reporter	EWS-Fli block	LGR2 antag	miR-122 sensor	Casp6 inh	Cneo AK release
CN(C)S(=O)(=O)c1ccc(Cl)c(NC(=O)COC(=O)CN2C(=O)NC(C)(C)C2=O)c1	2	-18	14	.	-4	2	.	-4
C[C@@H]1CN([C@@H](C)CO)C(=O)CCCn2nncc2CO[C@H]1CN(C)CC1CC1	-1	4	-6&-18	3&4	11&8	6[16.7 µM]	-18&0	0
C/C=C/c1ccc([C@H]2[C@H](CO)N3C(=O)CN(C(=O)c4ccncc4)C[C@@H]23)cc1	-2	2	.	-2	9	.	2	.
CCn1c(SCc2ccccc2F)nnc1-c1ccncc1	.	-4	14	-1	9	.	1	.
CN(CC(=O)Nc1ccc(F)c(F)c1F)C(=O)C1COc2ccccc2O1 (configuration not stated)	2	.	6	1	1	-3	3	3
COc1ccc(C(=O)c2cnc3cc4c(cc3c2C)OCO4)cc1	8	6	6	.	.	-2	.	-1
COc1ccc(NC(=O)CSc2nnnn2C2CCCC2)cc1	.	-21	-14	-2	-28	.	-6	.
Cc1cccc(NC(=O)c2cc(S(=O)(=O)N3CCCCC3)c[nH]2)c1	-7	-8	13	9	8	66	-1	-1
Cc1cc(N2CCN(C(=O)OC(C)(C)C)C[C@H]2C)ccc1N1CC[C@@H](O)C1	.	13	-21	6	-16	.	6	.
O=C(COc1ccccc1C(=O)NCc1ccncc1)Nc1ccc(Br)cc1	.	.	19	11	16	.	3	.
Cc1noc(C)c1NC(=O)N(C)C[C@@H]1Oc2c(NC(=O)CCCCCC(=O)Nc3ccccc3N)cccc2C(=O)N([C@@H](C)CO)C[C@@H]1C	-2	10	6	-10	11	.	.	.
CC(=O)Nc1ccc(OC(=O)c2cccs2)cc1	9	11	.	.	12	-1	.	0
COc1cccc(NC(=O)C[C@H]2CC[C@H]3[C@H](COc4ccc(NC(=O)C5CCOCC5)cc4C(=O)N3C)O2)c1	4	-18	4	-7	11	12[16.7 µM]	3	1
CO[C@H]1CN(C)C(=O)c2cc(NS(C)(=O)=O)ccc2OC[C@H](C)N(C(=O)CC2CC2)C[C@@H]1C	-3	-7	-7	3	18	.	10	-7
Cc1ccc(S(=O)(=O)N(C)C[C@H]2Oc3ccc(NC(=O)Nc4ccc5c(c4)OCO5)cc3CC(=O)N([C@H](C)CO)C[C@H]2C)cc1	-5	.	-1	5	-7	-8[16.7 µM]	3	4
N#C/C(=C/c1ccc(-c2ccccc2[N+](=O)[O-])o1)C(=O)NCCN1CCCCC1	.	3	15	-2	.	.	-12	.
CO[C@H]1CN(C)C(=O)c2cc(NC(=O)c3ccno3)ccc2OC[C@@H](C)NC[C@@H]1C	-13	-6	0	2	7	-1[16.7 µM]	2	-2
CNC(=O)c1cc2c(s1)CCCCCC2	-15	1	.	.	.	0	.	-1
COc1ccc(OC)c(C(C(=O)NC2CCCCC2)N(Cc2ccco2)C(=O)c2ccccn2)c1 (configuration not stated)	6	0	0	-4	0	4	5	0
C/C=C/c1cnc2c(c1)C(=O)N([C@H](C)CO)C[C@@H](C)[C@H](CN(C)C(=O)Nc1ccc(OC)cc1)O2	-6	-2	.	-5	6	-1[16.7 µM]	1	-2
COc1cc(/C=N/NC(=O)CNc2n[nH]c(=O)[nH]c2=O)ccc1OCc1ccccc1	3	6	-1	-40	-5	-2	1	.
COc1ccc(S(=O)(=O)N(C)C[C@@H]2Oc3ccc(NC(=O)Nc4ccccc4)cc3CC(=O)N([C@@H](C)CO)C[C@H]2C)cc1	4	.	24	6	5	-11[16.7 µM]	-1	-1
N=c1oc2ccccc2cc1C(=O)Nc1ccc(F)cc1	7	-1	-192	26	9	2	3	-2
COc1ccc(C2=NOC3(CC(=O)N(c4ccc(C)cc4)C3=O)C2)c(OC)c1 (configuration not stated)	-9	-6	25	.	.	-4	.	0
S=c1[nH]nc(C2CCCCC2)n1/N=C/c1cccs1	.	4	-23	.	.	6	.	2
CCN(CC)C(=O)c1cccc(-c2csc(C(C)(O)c3cccc(F)c3)n2)c1 (configuration not stated)	-12	-6	5	11	20	2	1	-11
